# GSH bead fluor: compound fluorescence on glutathione beads, profiling panel, artefact control, biophysical, 488/530 nm, flow cytometry; 190,000 tested, 0.25% active; fluorescence (KMESF) at 10 µM; GSH beads flow cytometry, compound fluorescence 488/530 nm; hits give high values; AID 1776, 2009; in the data active means fluorescence above about 89;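 further: glutathione beads carrying GST-tagged Bcl family fusion proteins plus one bare bead set; values are compound well signal with DMSO vehicle wells as background; inactives centre near 16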
# Rac1 wt modul: wildtype Rac1 GTP binding modulators, primary screen, biochemical, GST-Rac1 beads, flow cytometry, multiplex; GTP binding activity (% of control), % at 10 µM; 190,000 tested, 0.27% active; AID 757, 2007; Ras-related C3 botulinum toxin substrate 1 (Homo sapiens), P63000; fluorescent GTP binding; actives lie on both sides; 0 = cold GTP competed, 100 = untreated;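 active means GTP binding activity at least 20 points away from the 100% control level, either lower or higher; inconclusive means compound flagged as likely green fluorescent, judged across all proteins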
# HRas wt GTP: modulators of GTP binding to HRas wildtype, primary screen, biochemical, bead-based flow cytometry, multiplex; GST-Ras wt beads, Bodipy-FL-GTP binding; actives lie on both sides; GTPase HRas (Homo sapiens), P01112; 190,000 tested, 0.14% active; AID 759, 2007; GTP binding activity, % at 10 µM;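 active means GTP binding activity at least 20% away from the 100% baseline, either lowered as inhibitor or raised as activator; inconclusive means flagged as likely green fluorescent, judged across all proteins in the well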;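 further: 0% = unlabeled GTP competition control and 100% = no-compound control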
# Target sequence (P01112 whole entry, looked up): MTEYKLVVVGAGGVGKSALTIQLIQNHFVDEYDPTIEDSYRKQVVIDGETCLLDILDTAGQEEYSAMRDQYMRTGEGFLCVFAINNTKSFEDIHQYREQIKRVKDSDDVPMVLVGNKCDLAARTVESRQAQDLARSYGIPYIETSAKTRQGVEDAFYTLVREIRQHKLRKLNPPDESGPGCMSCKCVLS
# Mcl1 Noxa PPI: Mcl-1/Noxa binding inhibitors, primary screen, biochemical, TR-FRET, 1536-well; TR-FRET Mcl-1/Noxa peptide binding, 2 h; inhibition, % at 21.7 µM; 220,000 tested, 1.5% active; AID 1022, 2008;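 active means compounds that cut the protein-peptide binding signal by more than 50% relative to plate controls in a single-dose test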;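 further: His-tagged Mcl-1 with rhodamine Noxa BH3 peptide and terbium anti-His antibody; 0% = Mcl-1 plus Noxa peptide wells and 100% = peptide-only wells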
# Target sequence (Q07820 whole entry, looked up): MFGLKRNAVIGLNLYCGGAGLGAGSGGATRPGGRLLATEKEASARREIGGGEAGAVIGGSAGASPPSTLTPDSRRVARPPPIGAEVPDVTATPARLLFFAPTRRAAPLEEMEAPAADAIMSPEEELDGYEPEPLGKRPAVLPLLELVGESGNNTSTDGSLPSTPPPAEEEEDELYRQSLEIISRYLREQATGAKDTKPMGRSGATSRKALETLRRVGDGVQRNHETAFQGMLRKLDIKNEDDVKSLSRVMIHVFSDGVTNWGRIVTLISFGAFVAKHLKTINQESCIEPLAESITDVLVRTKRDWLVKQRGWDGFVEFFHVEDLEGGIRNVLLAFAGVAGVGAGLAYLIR
# Mcl1-Bid inh: Mcl-1/Bid binding inhibitors, primary screen, biochemical, TR-FRET, 1536-well. Induced myeloid leukemia cell differentiation protein Mcl-1 (Homo sapiens), Q07820. inhibition, % at 21.7 µM. TR-FRET Mcl-1/Bid-Dy647 peptide binding. 220,000 tested, 0.97% active. AID 1021, 2008;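 active means compounds that cut the binding signal by more than half at the single screening dose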;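 further: His-tagged Mcl-1 with europium anti-His antibody binding Bid BH3 peptide; 0% = Mcl-1 plus peptide wells and 100% = peptide-only wells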
# Rab7 wt modul: modulators of GTP binding to Rab7, primary screen, biochemical, wildtype, multiplex bead flow cytometry. 190,000 tested, 0.055% active. GST-Rab7 beads, fluorescent GTP binding; actives lie on both sides; untreated = 100%, excess cold GTP = 0%. GTP binding activity (percent of control), % at 10 µM. Rab7 GTPase wild type (dog), Bodipy-FL-GTP binding;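 active means fluorescent GTP binding to Rab7 beads changed by at least 20 points from the 100% baseline, either direction, mostly lower; inconclusive means compound itself probably fluorescent, or too few beads counted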;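 further: median green fluorescence of bound Bodipy-FL-GTP per Rab7 bead population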
# Cdc42 wt GTP: modulators of GTP binding to wildtype Cdc42, primary screen, biochemical, multiplex bead flow cytometry, Bodipy-GTP; GST-Cdc42 beads; actives lie on both sides; percent activity (GTP binding), % at 10 µM; 190,000 tested, 0.2% active; AID 761, 2007;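 active means percent activity GTP binding at least 20 points away from the 100% baseline, either down as inhibitor or up as activator; inconclusive means compound flagged as likely green fluorescent from well-wide comparison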;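 further: median bead fluorescence of bound Bodipy-FL-GTP at 100 nM; 0% = excess unlabeled GTP control and 100% = no compound control; below 100% means less GTP binding so inhibitor and above means activator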
# Target sequence (P60953 whole entry, looked up): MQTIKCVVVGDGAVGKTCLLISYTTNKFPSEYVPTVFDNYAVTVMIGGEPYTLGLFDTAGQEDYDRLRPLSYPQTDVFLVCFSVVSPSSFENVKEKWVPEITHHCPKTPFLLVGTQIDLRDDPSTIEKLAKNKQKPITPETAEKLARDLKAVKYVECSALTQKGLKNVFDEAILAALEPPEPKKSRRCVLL
# Rab2A wt mod: modulators of GTP binding to Rab2A wildtype, primary screen, biochemical, dog, bead-based flow cytometry, multiplex; 190,000 tested, 0.19% active; Ras-related protein Rab-2A (Canis lupus familiaris), P61105; GST-Rab2 wt beads, Bodipy-GTP binding; GTP binding activity, % at 10 µM;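 active means GTP binding activity at least 20 points away from 100%, either lowered or raised; inconclusive means signal likely due to the compound's own green fluorescence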;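 further: 0% = beads with excess unlabeled GTP and 100% = no-compound control corrected for plate trend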
# Pf gametocyte: late stage P. falciparum gametocyte viability inhibitors, primary screen, ATP luminescence, HTS; P. falciparum stage V gametocytes, 24 h; inhibition, % at 10.9 µM; 150,000 tested, 0.065% active;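 active means inhibition above the mean plus 3 SD of compounds within the control limits, set per campaign, cut at about 38% in these data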;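 further: 0% = DMSO wells and 100% = medium only without gametocytes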
# Rac1 act GTP bind: GTP binding modulators of activated mutant Rac1, primary screen, biochemical, bead-based flow cytometry, multiplex, fluorescent GTP; Ras-related C3 botulinum toxin substrate 1 (Homo sapiens), P63000; GST-Rac1 activated beads; actives lie on both sides; 100% means binding = to untreated wells; percent activity (GTP binding), % at 10 µM; 190,000 tested, 0.11% active; AID 764, 2007;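 active means GTP binding at least 20 percentage points away from the 100% baseline, in either direction, so actives lie on both sides; inconclusive means Compound likely fluorescent itself, or too few beads counted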
# Avidin fluor: green autofluorescence of compounds with avidin beads – biophysical, 488/530 nm, flow cytometry, artefact control, profiling panel; compound fluorescence 488/530 nm; hits give high values; fluorescence (KMESF) at 10 µM; 220,000 tested, 0.38% active; AID 1775, 2009; in the data active means fluorescence above about 47; further: inactives centre near 10
# Numbers without * were called inactive; ? = inconclusive; · = no result given; & = joins results of further samples.
SMILES,GSH bead fluor,Rac1 wt modul,HRas wt GTP,Mcl1 Noxa PPI,Mcl1-Bid inh,Rab7 wt modul,Cdc42 wt GTP,Rab2A wt mod,Pf gametocyte,Rac1 act GTP bind,Avidin fluor
O=C(CN1CCN(Cc2ccccc2)CC1)N/N=C/C=C/c1ccco1,11,102,97,7,-15,94,99,98,·,98,10
CC(C)(C)C(C(=O)O)N1CCS(=O)(=O)CC1 (stereo not given),12,102,97,-20,-12,97,97,100,24,101,27
O=C(N/C=C/c1ccccc1)Nc1ccc(Cl)cc1,12,?,?,2,-3,?,?,?,5,?,38
COc1ccccc1NS(=O)(=O)c1cccc(NC(=O)Nc2ccc(Cl)cc2)c1,8,93,94,15,11,102,92,96,7,94,8
O=C(Nc1ccc2c(c1)OCCO2)C1CCCN(c2ncccn2)C1 (stereo not given),25,106,103,-10,1,101,106,101,6,102,30
Cc1cc(OC(C)C(=O)N/N=C/CC(C)c2ccccc2)ccc1Cl (stereo not given),16,96,95,4,13,92,93,94,18,94,3
O=C(NC(=S)NNS(=O)(=O)c1ccc(Cl)cc1)c1cccnc1,11,94,94,-26,-62,93,94,95,-24,95,10
CCN1CCN(C(=S)Nc2ccsc2C(=O)OC)CC1,19,104,97,1,-13,97,99,97,-5,96,5
Cc1c(Cl)cccc1S(=O)(=O)N1CCC(C(=O)NNC(=O)C2CC2)CC1,14,95,94,14,-30,99,91,95,·,92,14
Cc1ccc(C(=O)NC(C)C(c2cccs2)N2CCCC2)s1 (stereo not given),16,100,97,1,-25,105,98,98,36,97,12
CC1(C)C(=O)Nc2ccccc2N1C(=O)CSc1ncccn1,15,101,98,5,-12,102,95,100,-25,98,8
CCCc1nc2n[nH]c(N)c2c2c1CCC2,7,108,104,12,-13,100,106,101,-11,103,7
COC(=O)Cc1c(O)ccn(Cc2ccc(Cl)c(Cl)c2)c1=O,17,97,96,16,-29,98,97,96,0,93,8
CCCCCC(=O)Nc1ccc2oc(-c3ccncc3)nc2c1,42,104,100,9,-2,93,99,99,·,98,24
CC(=O)NCCc1nc2ccccc2[nH]1,16,104,101,8,-9,106,102,100,·,98,27
CC1CCCCC1NC(=O)COC(=O)c1ccccn1 (stereo not given),31,?,?,-3,-32,?,?,?,13,?,14
O=C(Cn1cnc2c(nnn2Cc2ccccc2F)c1=O)N1CCN(c2ccccc2)CC1,30,107,99,22,-9,98,100,99,-23,99,7
Cc1ccc(OCCNC(=O)C2CC(=O)N(c3ccc(C)cc3)C2)cc1 (stereo not given),35,110,102,2,-19,99,105,101,-6,101,6
CN(CCCCN1CCOCC1)Cc1nc(-c2ccc3c(c2)OCO3)no1,14,99,97,-9,-22,97,97,96,6,95,1
COc1ccc(CNc2nc(NCc3ccc(OC)cc3)n(S(C)(=O)=O)n2)cc1,23,101,98,5,-9,100,96,97,-8,97,26
COCC(=O)Nc1c(C(=O)Nc2ccccc2OC)oc2ccccc12,29,99,99,3,-14,101,100,99,-11,97,8
O=C(CN(Cc1ccccc1F)C(=O)c1ccco1)NCc1ccc(F)cc1,20,101,102,-4,-3,98,103,104,·,99,11
CCSc1oc(-c2ccco2)nc1S(=O)(=O)c1ccccc1,36,96,97,1,-12,98,98,98,·,97,5
CCc1cc(=O)oc2cc(OC(C)C(=O)O)c(Cl)cc12 (stereo not given),10,97,97,5,3,100,96,99,-3,95,9
CCOc1ccccc1N(CC(=O)N1CCOCC1)S(=O)(=O)c1ccc(SC)cc1,24,99,95,-1,5,91,94,95,·,94,23
C=CCn1c(CC#N)nnc1N1CCOCC1,26,100,98,34,-2,96,100,99,·,101,23
Cc1onc(-c2ccccc2Cl)c1C(=O)NNC(=O)C1CCN(Cc2ccccc2)CC1,14,101,100,12,-17,104,97,99,-9,98,10
O=C(CN1CCOCC1)N1CCN(S(=O)(=O)c2ccccc2)C1c1ccccc1 (stereo not given),14,100,104,1,-10,99,103,102,·,99,59*
O=C(Nc1ccc(SC(F)F)cc1)c1cccc2nc3ccccc3nc12,10,88,92,20,25,94,91,90,·,91,35
CN1C(C(=O)Nc2ccccn2)=C(O)c2ccccc2S1(=O)=O,21&67,·,99,15&9,7&6,96,104,101,·,·,9&9
Cn1c(=N)n(CC(O)c2cccc3ccccc23)c2ccccc21 (stereo not given),6,102,100,-5,-26,95,103,97,-6,100,7
CC(=O)OCc1cc2cc(C)ccc2[nH]c1=O,20,99,97,30,6,95,98,99,·,98,2
O=C(NCc1cccnc1)c1ccc(COc2ccccc2Cl)cc1,15,101,101,23,-6,108,96,100,-7,96,11
O=C(NC(=S)Nn1cnnc1)c1ccccc1Cl,16,104,101,21,-26,102,97,101,-2,99,9
CCn1nnnc1SCC(=O)N(C1CCCCC1)C1CCCCC1,13,?,?,4,10,?,?,?,·,?,38
Cc1nc2ccc(NC(=O)c3ccco3)cc2s1,10,100,98,1,-22,101,98,98,·,98,12
C=CCc1cccc2cc(C(=O)Nc3ccc(NC(C)=O)cc3)c(=O)oc12,12,100,96,2,18,96,99,96,-3,97,10
N#Cc1ccc(N2Cc3ccccc3C2=NC(=O)c2cccnc2Cl)cc1,11,106,103,5,-79,104,100,102,2,100,5
C=CCSc1nc2c(c(=O)n(C)c(=O)n2C)n1CC,23,96,96,-7,-7,94,98,95,·,94,11
O=C1CCCC2=C1C(c1cccs1)n1nc(SCc3ccccc3F)nc1N2 (stereo not given),13,101,97,13,-17,97,97,96,·,98,22
COc1ccc(CNCCC(c2ccc(OC(C)C)cc2)C(C)C)cc1OC (stereo not given),5,116,107,4,-16,106,112,107,-12,109,10
OC(CCN1CCOCC1)(c1ccc(Cl)cc1)C1CCCCC1 (stereo not given),37,104,104,1,6,103,105,105,12,101,2
CCS(=O)(=O)N1CCC(C(=O)NCCc2ccc(OC)c(OC)c2)CC1,24,106,105,-12,-26,101,106,108,-6,101,12
CCOC(=O)c1ccc(NC(=O)CN(c2ccc(C)cc2)S(=O)(=O)c2c(C)nn(C)c2C)cc1,13,103,102,16,3,102,101,103,·,99,9
O=C(Nc1ccc(S(=O)(=O)Nc2ccc(F)cc2)cc1)c1ccc(CN2CCOCC2)cc1,25,99,99,8,-1,96,96,96,-41,96,9
NC(=O)NOCc1cccc(Cl)c1,11,103,97,-8,-28,95,96,98,9,96,6
COc1ccc(C(=O)NCc2ccc3c(c2)cc(C)n3C)cc1,17,94,94,9,-29,93,95,94,·,92,7
Cc1cc2cc(CNC(=O)c3ccc(C)c([N+](=O)[O-])c3)ccc2[nH]1,14,103,100,14,-21,104,100,100,·,97,4
C=C(C)COc1ccc(-c2n[nH]c(C)c2-c2ccc(Br)cc2)c(O)c1,11,79*,88,6,6,95,84,94,·,92,18
CC(C)CCn1nc(C(=O)Nc2nc3c(s2)CCCC3)c2ccccc2c1=O,4,103,102,17,-25,100,102,102,6,102,-1
COc1ccc(/C=C/c2nc(-c3ccccc3O)n[nH]2)cc1OC,9,98,96,34,-17,97,101,94,·,97,23
COc1ccc2nc(/N=C(\N)NC(=O)Nc3ccccc3)nc(C)c2c1,6,99,96,-6,-23,100,99,94,-9,97,14
CCOc1ccc(NC(=S)NC(=O)c2c(Cl)cnn2CC)c([N+](=O)[O-])c1,9,102,100,1,-29,99,97,99,10,98,3
Clc1ccc(CON/C=N/c2ncnc3sccc23)cc1,24,96,99,10,6,101,99,98,·,96,9
CCNC(=S)N/N=C/c1cccc(/C=N/NC(=S)NCC)c1,17,96,94,17,-23,93,99,95,-6,97,10
COCCCNC(=O)CC(NS(=O)(=O)c1ccc(Cl)cc1)c1ccco1 (stereo not given),22,96,96,19,-10,94,97,95,-18,94,10
Oc1ccccc1/C=N/NC1=NCCCCC1,19,104,107,13,-48,102,107,107,-24,101,9

# Among those listed so far, these contain two or more sulfur atoms.
SMILES,GSH bead fluor,Rac1 wt modul,HRas wt GTP,Mcl1 Noxa PPI,Mcl1-Bid inh,Rab7 wt modul,Cdc42 wt GTP,Rab2A wt mod,Pf gametocyte,Rac1 act GTP bind,Avidin fluor
O=C(NC(=S)NNS(=O)(=O)c1ccc(Cl)cc1)c1cccnc1,11,94,94,-26,-62,93,94,95,-24,95,10
CCN1CCN(C(=S)Nc2ccsc2C(=O)OC)CC1,19,104,97,1,-13,97,99,97,-5,96,5
Cc1ccc(C(=O)NC(C)C(c2cccs2)N2CCCC2)s1 (stereo not given),16,100,97,1,-25,105,98,98,36,97,12
CCSc1oc(-c2ccco2)nc1S(=O)(=O)c1ccccc1,36,96,97,1,-12,98,98,98,·,97,5
CCOc1ccccc1N(CC(=O)N1CCOCC1)S(=O)(=O)c1ccc(SC)cc1,24,99,95,-1,5,91,94,95,·,94,23
O=C1CCCC2=C1C(c1cccs1)n1nc(SCc3ccccc3F)nc1N2 (stereo not given),13,101,97,13,-17,97,97,96,·,98,22
CCNC(=S)N/N=C/c1cccc(/C=N/NC(=S)NCC)c1,17,96,94,17,-23,93,99,95,-6,97,10
